PglD DTNB: PglD (C. jejuni) enzyme inhibition. 360,000 tested, 0.098% active. AID 602405. purified PglD enzyme, DTNB colorimetric CoA detection. inhibition, % at 12.5 µM; in the data active = inhibition above about 16%, passing the limit was not always enough; also: strong numbers were not always called active
PGC1a acetyl inh: lowers PGC1a acetylation signal in U2OS cells | 350,000 tested, 0.17% active | AlphaScreen anti-acetyl-lysine; with virally co-expressed GCN5 acetyltransferase | inhibition, % at 15.6 µM;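 active = every replicate shows inhibition of at least 40%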;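 also: 0% = neutral control wells and 100% = positive control wells; some results beyond the cut were filed as inactive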
GSIS activator: primary screen for activators of insulin secretion dependent on glucose, INS-1E cells, GLuc reporter luminescence; INS-1E GLuc reporter insulin secretion, 2-3 h; activation, % at 16.6 µM; 370,000 tested, 0.61% active; AID 743287;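 active = lowest replicate activation of at least 40%, so every replicate reaches that level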;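 also: 0% = median of neutral control wells and 100% = median of IBMX positive control wells; some compounds called inactive have numbers as strong as hits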
C2C12 statin: protects C2C12 myotubes from simvastatin toxicity | ATP luminescence, 48 h; scaled: DMSO 0, geranylgeraniol control 100 | 330,000 tested, 0.78% active | rescue of ATP level, % at 7.49 µM | AID 602340;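 active = mean ATP rescue above about 67%, or every replicate alone reaching that limit, limit read from the data, passing the limit was not always enough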;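 also: myotubes were challenged with 10 µM simvastatin during compound exposure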
FN deposit inh: fibronectin deposition inhibition | 350,000 tested, 0.086% active | AH1F fibroblasts, Alexa488-fibronectin deposition fluorescence, overnight | inhibition, % at 12.6 µM;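 active = mean inhibition across replicates of 30% or more, regardless of how many single replicates reach that level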;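 also: positive control wells lacked labelled fibronectin entirely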
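Assay system: AH1F fibroblasts assembling fluorescent fibronectin matrix; Amount: 10000 AH1F cells per well; Buffer or medium: DMEM, 2% serum; Probe or stimulus: Alexa488-fibronectin, 24 nM final in well; Doses: single compound dose, delivered by pin transfer; Incubation: 1 h adhesion, overnight exposure; Measured by: fluorescence 485/525 nm; Read-out: fibronectin deposition inhibition.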
F508del corr: CFTR F508del correction in bronchial cells. CFBE cells, YFP halide quenching; stimulated with forskolin plus potentiator P3; % fluorescence drop versus neutral controls. activity (quench increase), % at 7.58 µM. 350,000 tested, 0.36% active. AID 720511;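 active = mean added fluorescence quench of at least 8% versus neutral control, with both replicates also reaching 8%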;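 also: cells transiently co-express mutant CFTR-F508del with the halide-sensitive YFP; corrector assay measuring rescue of mutant channel to the surface after 24 h compound exposure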
miR122 inh: inhibitors of miR-122 in Huh7 cells. Huh7 miR-122 Renilla luciferase sensor, 48 h; neutral wells = 0, positive control = 100. activation (reporter increase), % at 12.5 µM. 340,000 tested, 0.3% active;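 active = mean replicate activation score at least 90 and every replicate individually at or above 90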;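 also: higher luciferase means less miR-122 activity so hits act as miR-122 inhibitors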
Cneo AK release: causes C. neoformans cell lysis. lysis activity, % at 15 µM. adenylate kinase release luminescence, 4 h; normalised: neutral wells 0, clomiphene wells 100. 360,000 tested, 0.2% active;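 active = mean lysis activity across replicates of at least 80%, whatever share of replicates individually reach that level; inactive = mean lysis activity below 80%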
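Material: C. neoformans cells | Amount: Yeast cell density of 5 × 10^6 cells/mL | Medium: Fresh YPD growth medium | Dosing: Single dose | Times: Static 4 h at 37 °C with compound, 1 h detection | Detection: AK luminescence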
The depositor's hits bear a star; / = no result given; [ ] = remark or other dose. The order is random; any-hit rate near 2.1%.

cpd | canonical_smiles | PglD DTNB | PGC1a acetyl inh | GSIS activator | C2C12 statin
1 | C[C@H]1CN([C@@H](C)CO)C(=O)c2cccc(NC(=O)C3CCCCC3)c2O[C@@H]1CN(C)Cc1ccc(Oc2ccccc2)cc1 | 3.8 | -13.1 | 23.5 | -38.1
2 | COCC(C)NC(=O)COc1nncc2ccccc12 (stereo not given) | / | 10.7 | -10.3 | /
3 | c1ccc(CNc2nc(N3CCN(Cc4ccccc4)CC3)nc3ccccc23)cc1 | -1.4 | -28.8 | -16.6 | -16.9
4 | CCOC(=O)Cc1cnc(NC(=O)Cn2nnc(-c3ccc(OCC)cc3)n2)s1 | -3.4 | 5.1 | / | 12.8
5 | C[C@@H]1CN([C@@H](C)CO)C(=O)Cc2cc(NC(=O)Nc3ccc(C(F)(F)F)cc3)ccc2O[C@H]1CN(C)S(C)(=O)=O | -0.6 | -3.1 | 0.3 | -12.7
6 | CO[C@@H]1CN(C)C(=O)c2cc(NC(C)=O)ccc2OC[C@H](C)N(Cc2ccccn2)C[C@@H]1C | -4.0 | 18.1 | 11.8 | -10.3
7 | CO[C@@H](CN(C)C(=O)Nc1ccc(Cl)cc1)[C@H](C)CN(Cc1ccccc1Cl)[C@@H](C)CO | -2.9 | -21.9 | -16.3 | -25.4
8 | Cc1c(OCC(=O)N2CCC(C(=O)O)CC2)ccc2c3c(c(=O)oc12)CCCC3 | 0.5 | 4.9 | 2.7 | 3.6
9 | O=C(NOC(=O)c1ccccc1)c1ccccc1 | -1.0 | -3.7 | / | /
10 | O=C(CSc1nc(-c2ccco2)cc(C(F)(F)F)n1)Nc1ccc(C(=O)N2CCCCC2)cc1 | 1.2 | 0.8 | -23.3 | -1.5
11 | O=S1(=O)CCC(S(=O)(=O)N2CCCCCC2)C1 (stereo not given) | -0.1 | -9.6 | / | -2.5
12 | Fc1ccccc1C(c1nnnn1Cc1ccc2c(c1)OCO2)N1CCN(Cc2ccco2)CC1 (stereo not given) | / | -4.4 | / | /

cpd | FN deposit inh | F508del corr | miR122 inh | Cneo AK release
1 | / | -2.6 | 35.6[16.7 µM] | -2.0
2 | 3.6 | -4.6 | / | /
3 | -1.5 | -2.3 | -2.9 | 15.2
4 | / | / | -2.4 | -0.4
5 | / | 1.5 | -5.6[16.7 µM] | 1.6
6 | 16.3 | 0.6 | 4.0[16.7 µM] | 56.5
7 | 0.3 | -2.6 | / | -0.4
8 | / | -3.8 | -5.9 | -2.3
9 | -5.5 | 2.0 | 1.3 | -0.5
10 | 1.1 | -4.6 | 1.9 | -2.8
11 | 1.4 | / | 5.0 | 1.9
12 | -11.1 | / | 21.3 | -0.2

Structures from the list above that contain sulfur (four):
cpd | canonical_smiles | PglD DTNB | PGC1a acetyl inh | GSIS activator | C2C12 statin
4 | CCOC(=O)Cc1cnc(NC(=O)Cn2nnc(-c3ccc(OCC)cc3)n2)s1 | -3.4 | 5.1 | / | 12.8
5 | C[C@@H]1CN([C@@H](C)CO)C(=O)Cc2cc(NC(=O)Nc3ccc(C(F)(F)F)cc3)ccc2O[C@H]1CN(C)S(C)(=O)=O | -0.6 | -3.1 | 0.3 | -12.7
10 | O=C(CSc1nc(-c2ccco2)cc(C(F)(F)F)n1)Nc1ccc(C(=O)N2CCCCC2)cc1 | 1.2 | 0.8 | -23.3 | -1.5
11 | O=S1(=O)CCC(S(=O)(=O)N2CCCCCC2)C1 (stereo not given) | -0.1 | -9.6 | / | -2.5

cpd | FN deposit inh | F508del corr | miR122 inh | Cneo AK release
4 | / | / | -2.4 | -0.4
5 | / | 1.5 | -5.6[16.7 µM] | 1.6
10 | 1.1 | -4.6 | 1.9 | -2.8
11 | 1.4 | / | 5.0 | 1.9

From compound 1 to 2, copied from above:
cpd | canonical_smiles | PglD DTNB | PGC1a acetyl inh | GSIS activator | C2C12 statin
1 | C[C@H]1CN([C@@H](C)CO)C(=O)c2cccc(NC(=O)C3CCCCC3)c2O[C@@H]1CN(C)Cc1ccc(Oc2ccccc2)cc1 | 3.8 | -13.1 | 23.5 | -38.1
2 | COCC(C)NC(=O)COc1nncc2ccccc12 (stereo not given) | / | 10.7 | -10.3 | /

cpd | FN deposit inh | F508del corr | miR122 inh | Cneo AK release
1 | / | -2.6 | 35.6[16.7 µM] | -2.0
2 | 3.6 | -4.6 | / | /

Down the list, as entered above.
Compounds 5 to 8 in PGC1a acetyl inh, in turn: -3.1, 18.1, -21.9, 4.9
Compounds 5 to 8 in GSIS activator, in turn: 0.3, 11.8, -16.3, 2.7

(cont.)
cpd | canonical_smiles | PglD DTNB | PGC1a acetyl inh | GSIS activator | C2C12 statin
13 | Cc1ccc2cc(CCNC(=O)c3cccs3)c(=O)[nH]c2c1C | 3.5 | -18.8 | -14.0 | 8.9
14 | CC12CN(C(=O)c3cccc([N+](=O)[O-])c3)C3(C#N)CC1CCC23C (stereo not given) | -7.9 | / | 1.2 | -13.5
15 | CCCCC1=CC2=CC(=O)C(C)(OC(=O)CC)C(=O)C2=CN1CC(C)C (stereo not given) | 1.5 | -0.3 | -13.6 | 1.0
16 | CCCNC(=O)N(C)C[C@@H]1[C@@H](c2ccccc2)[C@H](CO)N1C(=O)c1ccccc1 | -6.2 | 2.7 | -4.1 | 5.2
17 | CCN(CC)C(=O)CSc1nnnn1-c1ccc(F)c(Cl)c1 | / | 9.2 | -15.9 | /
18 | C[C@@H]1CN([C@H](C)CO)C(=O)c2cccc(NS(=O)(=O)c3ccc(F)cc3)c2O[C@@H]1CN(C)Cc1ccc(Oc2ccccc2)cc1 | / | -31.7 | -13.3 | 29.8
19 | CCCC#Cc1ccc2c(c1)[C@H]1[C@H](CCN1S(=O)(=O)c1ccc(C)cc1)[C@H](CO)N2C | -1.4 | -15.7 | 12.1 | -12.4
20 | Cc1noc(C)c1NC(=O)N(C)C[C@H]1OCCCC[C@H](C)Oc2ccc(NC(=O)CCC(F)(F)F)cc2C(=O)N([C@H](C)CO)C[C@@H]1C | -1.9 | -9.9 | 1.9 | /
21 | COc1ccc(-n2c(SCC(=O)Nc3ccccc3)nc3c(c2=O)SCC3)cc1 | 2.1 | -1.0 | -27.1 | 4.1
22 | C[C@@H]1CN([C@@H](C)CO)C(=O)c2cc(NC(=O)Nc3ccc(C(F)(F)F)cc3)ccc2O[C@@H]1CN(C)S(=O)(=O)c1cccs1 | / | 1.3 | -2.5 | /
23 | [O-][n+]1cc(Cl)cc(Cl)c1 | 5.2 | -12.7 | / | -5.8
24 | CN1OC[C@@H]2CN(C(=O)CCc3ccccc3)[C@H](c3ccc(-n4ccnc4)cc3)C[C@@H]21 | -2.0 | 0.9 | 7.7 | 1.3

cpd | FN deposit inh | F508del corr | miR122 inh | Cneo AK release
13 | -2.2 | -0.8 | -8.9 | -3.4
14 | -3.5 | 5.0 | 6.1 | -0.7
15 | -1.7 | 1.0 | 2.0 | -0.7
16 | -9.2 | -1.3 | 41.7[16.7 µM] | -4.1
17 | 6.9 | -2.0 | / | /
18 | / | 0.6 | 18.4[16.7 µM] | /
19 | -3.1 | 1.1 | 8.2[16.7 µM] | -15.9
20 | / | -1.2 | 7.7[16.7 µM] | -3.7
21 | -1.9 | -0.8 | 3.6 | 1.1
22 | 5.4 | -0.5 | 4.9[16.7 µM] | /
23 | -3.8 | -3.3 | -0.5 | 0.9
24 | 7.2 | -2.1 | -4.2 | -1.6

Further results follow.
cpd | canonical_smiles | PglD DTNB | PGC1a acetyl inh | GSIS activator | C2C12 statin
25 | O=C(NC1CCCC1)c1ccc(S(=O)(=O)N2CCOCC2)cc1 | -4.9 | 3.8 | / | 18.7
26 | COc1ccc(NC(=O)C2(C)CCN2Cc2csc3ccccc23)cc1OC (stereo not given) | -1.6 | -15.6 | -31.4 | 23.9
27 | C[C@@H]1CN([C@@H](C)CO)C(=O)Cc2cc(NS(=O)(=O)c3ccccc3)ccc2O[C@H]1CN(C)S(=O)(=O)c1cccs1 | 6.2 | 6.9 | -12.6 | -47.2
28 | Cc1nnc(NC2=NCCC2)o1 | -3.1 | 9.2 | / | 3.9
29 | CC(=O)N1CCc2cc(S(=O)(=O)N3CC(C)CC(C)C3)ccc21 (stereo not given) | 3.0 | -3.0 | 41.9 | -4.7
30 | O=C(Nc1ccc(-c2ccccc2)cc1)[C@@H]1[C@@H](CO)[C@@H]2Cn3c(cccc3=O)[C@H]1N2Cc1cccnc1 | -3.9 | / | 1.2 | -4.2

cpd | FN deposit inh | F508del corr | miR122 inh | Cneo AK release
25 | 3.7 | / | -8.2 | -16.4
26 | 2.3 | 3.4 | -10.1 | -1.3
27 | / | 2.9 | 3.7[16.7 µM] | 65.3
28 | / | / | 2.2 | -1.9
29 | -0.1 | -3.5 | -4.5 | -0.4
30 | / | 2.6 | 19.6[16.7 µM] | -5.3

2 entries from above, with one line to a screen:
25: O=C(NC1CCCC1)c1ccc(S(=O)(=O)N2CCOCC2)cc1
26: COc1ccc(NC(=O)C2(C)CCN2Cc2csc3ccccc23)cc1OC (stereo not given)
assay / entry	25	26
PglD DTNB	-4.9	-1.6
PGC1a acetyl inh	3.8	-15.6
GSIS activator	/	-31.4
C2C12 statin	18.7	23.9
FN deposit inh	3.7	2.3
F508del corr	/	3.4
miR122 inh	-8.2	-10.1
Cneo AK release	-16.4	-1.3
